# Ecoli viability = counter-screen for AddAB inhibitors: E. coli growth inhibition; E. coli V3065 growth, OD600 absorbance, 18 h; inhibition, % at 11.9 µM; 330,000 tested, 0.27% active;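 active = inhibition above the campaign's mean inhibition across all tested compounds plus 3 SD, cut at about 9.9% in these data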;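 also: uninfected addAB+ strain grown without phage in ampicillin broth; 0% = DMSO wells and 100% = ciprofloxacin 0.95 µg/ml wells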
# CDK5 inh = CDK5/p35 (human) kinase inhibition; 330,000 tested, 0.01% active; Recombinant CDK5/p35, ADP-Glo luminescence, 60 min; inhibition, % at 10 µM;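 active = highest replicate inhibition of at least 50% and at least 75% of replicates reaching 50%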;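 also: plate controls were DMSO neutral control for no effect and GW8510 at 10 µM for full effect; many of its hits are not listed in these tables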
# HTR5A inv ctr = inverse agonist of human HTR5A in OPRM1-OPRD1 counter-screen; P47898; HTR5A cell line, luminescence, inverse agonism; inhibition, % at 9.3 µM; 340,000 tested, 0.083% active; AID 504634; in the data active = inhibition mostly above about 23%, no sharp cut-off; inactive = mostly below about 18%;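 also: 0% = cells with DMSO and 100% = no-cell wells with DMSO; some compounds called inactive have numbers as strong as hits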
# Target sequence (P47898 whole entry, looked up): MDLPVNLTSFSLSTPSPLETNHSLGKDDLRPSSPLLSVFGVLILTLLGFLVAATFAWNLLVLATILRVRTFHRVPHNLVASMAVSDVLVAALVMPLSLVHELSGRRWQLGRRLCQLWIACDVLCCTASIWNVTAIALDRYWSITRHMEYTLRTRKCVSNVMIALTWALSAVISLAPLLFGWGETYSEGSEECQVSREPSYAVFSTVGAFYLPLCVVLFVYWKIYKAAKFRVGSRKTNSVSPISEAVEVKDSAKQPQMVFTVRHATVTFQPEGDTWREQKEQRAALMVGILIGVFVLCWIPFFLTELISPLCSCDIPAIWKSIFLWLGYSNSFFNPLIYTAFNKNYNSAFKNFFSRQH
# AddAB inh = less growth of phage-infected E. coli with AddAB; E. coli expressing H. pylori AddAB, absorbance growth; inhibition, % at 11.9 µM; 330,000 tested, 0.29% active; AID 435030; in the data active = inhibition above about 12%;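 also: 0% = vehicle wells of infected cells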
# SUMO Mot1 rescue = SUMOylation pathway inhibition by Mot1-301 growth rescue. S. cerevisiae Mot1-301 growth rescue, ATP luminescence, 38.5C; percent above DMSO median, 100 means doubled. growth rescue, % at 18.8 µM. 320,000 tested, 1% active. AID 2716;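 active = every valid replicate shows activation above 250% relative to neutral control wells; inactive = the rest, any valid replicate at or below 250%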;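 also: OY570 slx delta 5 strain wells were the positive control but not used for scaling; some compounds called inactive have numbers as strong as hits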
# PKA-R1A activ = activators of PKA-R1A complex. P00514+P68181. AID 504707. PKA-R1A dissociation, Cy5-IP20 fluorescence polarization; scaled: DMSO 0%, 113 µM cGMP 100%. activation, % at 11.4 µM. 340,000 tested, 0.083% active;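 active = percent activation above the mean of all tested compounds plus 3 SD, cut at about 19% in these data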;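 also: higher means more PKAc released from R1A so a rise in polarization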
# DAGLB inh = diacylglycerol lipase beta (human) inhibition; Q8NCG7; HEK293T DAGLB membrane lysate, EnzChek fluorogenic substrate; inhibition, % at 5.17 µM; 340,000 tested, 0.059% active; AID 504411; in the data active = inhibition above about 34%;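 also: 0% = enzyme with vehicle and 100% = wells lacking enzyme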
# HTR5A ag ctr = HTR5A agonism, opioid heterodimer counter-screen. P47898. HTR5A agonist assay, luminescence, cell-based. activation, % at 9.3 µM. 340,000 tested, 0.61% active. AID 504692; in the data active = activation mostly above about 9.5%, no sharp cut-off; inactive = mostly below about 7.6%;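 also: 0% = cells with vehicle only and 100% = reference agonist; strong numbers were not always called active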
# PKA-R2B activ = activators of human PKA-R2B complex; PKA-R2B holoenzyme dissociation, Cy5-IP20 fluorescence polarization; R2B truncated from residue 108, S112A mutant; 0% DMSO only, 100% 113 µM cGMP; activation, % at 11.4 µM; 340,000 tested, 0.079% active; AID 504700;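 active = activation above a cutoff set at the mean over all compounds plus 3 SD, cut at about 18% in these data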;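 also: higher means more holoenzyme dissociation and a rise in polarization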
# Target sequence (P31323 whole entry, looked up, other chains not shown, the tested form may be a part): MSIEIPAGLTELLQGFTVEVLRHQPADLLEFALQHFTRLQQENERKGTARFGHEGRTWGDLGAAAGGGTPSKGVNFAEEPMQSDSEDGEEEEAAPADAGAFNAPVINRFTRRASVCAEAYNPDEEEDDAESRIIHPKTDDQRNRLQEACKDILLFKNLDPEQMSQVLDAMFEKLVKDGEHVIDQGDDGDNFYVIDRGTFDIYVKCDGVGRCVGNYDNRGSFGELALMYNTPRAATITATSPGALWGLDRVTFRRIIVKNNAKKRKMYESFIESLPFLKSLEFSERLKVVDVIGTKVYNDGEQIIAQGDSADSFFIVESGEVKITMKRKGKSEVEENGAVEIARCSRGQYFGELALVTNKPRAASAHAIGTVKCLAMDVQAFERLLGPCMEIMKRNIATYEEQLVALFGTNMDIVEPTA
# Tat transport = blocks Tat-dependent protein export in E. coli; inhibition, % at 10 µM; AID 488895; 340,000 tested, 0.036% active; E. coli MC4100 TorA-mCherry Tat export, fluorescence;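 active = mean replicate inhibition at least 50% and at least half of replicates individually reaching 50%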;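 also: exported cargo escapes ClpAP degradation while cytoplasmic cargo is degraded and loses fluorescence; 0% = median of neutral control wells and 100% = median of NaSCN control wells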
# phage Ecoli inh = E. coli growth loss with phage present | growth absorbance | inhibition, % at 11.9 µM | 360,000 tested, 0.26% active | AID 651602; in the data active = inhibition above about 11%
# The depositor's hits bear a star; x = not tested or not shown.
# Screens in order: Ecoli viability	CDK5 inh	HTR5A inv ctr	AddAB inh	SUMO Mot1 rescue	PKA-R1A activ	DAGLB inh	HTR5A ag ctr	PKA-R2B activ	Tat transport	phage Ecoli inh
COc1ccc(-c2cn3ccccc3n2)cc1OC
 : -1.2	-0.2	-29	1.9	0	0	1	2	-4	-1	1.8
CC(O)/C=C/c1cccc[n+]1C (stereo unspecified)
 : 1.2	-0.8	12	-1.5	-29	-7	1	-7	-6	-1	1.3
S=C(Nc1ccc(Oc2ccccc2)cc1)N1CCN(c2ccccn2)CC1
 : 0.4	0.3	7	2.7	x	2	-2	0	-12	22	3.8
CCc1cccc2sc(NC(=O)c3ccc(N4C(=O)CCC4=O)cc3)nc12
 : -0.9	-2.9	-13	-1.1	23	9	2	-1	2	-4	2.4
CC1CCCCN1CCCNC(=O)CN1C(=O)c2cccnc2Oc2ccccc21 (stereo unspecified)
 : -1.2	-0.9	-27	3.5	-16	1	-2	-1	-15	-5	0.4
COC(=O)c1ccc(Oc2c(Cl)cccc2[N+](=O)[O-])cc1
 : 1.0	-0.7	-20	-0.3	-7	4	-1	9	-5	2	-0.4
CCOc1ccc(NC(=O)CN(C)C(=O)c2ccc(OCC(=O)N3CCOCC3)c(OC)c2)cc1OCC
 : x	-2.4	9	x	x	0	-5	4	-15	-1	0.1
Cc1cccc(CCN2C(N(C)C)=NC[C@@H]2C)c1
 : -1.0	-0.4	-20	1.1	-19	3	-2	8	-7	0	1.0
O=[N+]([O-])c1ccc(Sc2n[nH]c(-c3ccncc3)n2)nc1
 : 1.3	-1.1	-8	-2.4	11	4	-1	2	5	0	3.2
O=P(COCCO)(c1ccccc1)c1ccccc1
 : 2.2	-0.5	1	-0.3	-16	0	1	-2	-6	-3	2.1

# Whole records as entered above. Screens in order: Ecoli viability	CDK5 inh	HTR5A inv ctr	AddAB inh	SUMO Mot1 rescue	PKA-R1A activ	DAGLB inh	HTR5A ag ctr	PKA-R2B activ	Tat transport	phage Ecoli inh
# CC(O)/C=C/c1cccc[n+]1C (stereo unspecified) across the screens: 1.2	-0.8	12	-1.5	-29	-7	1	-7	-6	-1	1.3
# CCc1cccc2sc(NC(=O)c3ccc(N4C(=O)CCC4=O)cc3)nc12 across the screens: -0.9	-2.9	-13	-1.1	23	9	2	-1	2	-4	2.4
# CCOc1ccc(NC(=O)CN(C)C(=O)c2ccc(OCC(=O)N3CCOCC3)c(OC)c2)cc1OCC across the screens: x	-2.4	9	x	x	0	-5	4	-15	-1	0.1
# COc1ccc(-c2cn3ccccc3n2)cc1OC across the screens: -1.2	-0.2	-29	1.9	0	0	1	2	-4	-1	1.8

# Following part.
# Screens in order: Ecoli viability	CDK5 inh	HTR5A inv ctr	AddAB inh	SUMO Mot1 rescue	PKA-R1A activ	DAGLB inh	HTR5A ag ctr	PKA-R2B activ	Tat transport	phage Ecoli inh
C=CCn1c(SCC(=O)Nc2ccc(-c3nc4ccc(C)cc4s3)cc2)nnc1-c1ccccc1
 : -2.6	-0.2	16	2.6	0	-5	3	6	6	2	1.2
Cc1ccc(C(=O)CN2C(=O)NC3(CCOc4ccccc43)C2=O)s1 (stereo unspecified)
 : -3.0	-13	-17	-3.7	-11	-4	0	2	15	-5	1.9
C=CCNC(=O)CN1CCC(O)(c2ccc(F)cc2)CC1
 : 2.1	3.9	9	0.1	-9	6	1	-4	-5	-3	2.2
COC(=O)[C@]1(CC(C)C)N[C@H](c2ccc(SC3CCCCC3)cc2)[C@@H]2C(=O)N(C)C(=O)[C@@H]21
 : -1.6	0.0	0	1.4	-13	-4	-11	-5	-10	11	1.4
Cc1ccc(S(=O)(=O)NCc2ccc(C(=O)NCCN(Cc3ccccc3)C(C)C)cc2)cc1
 : 2.1	0.0	13	3.4	5	-8	-1	-3	-8	-7	3.1
COc1cccc(/C=C/C(=O)OCC(=O)NCCC2=CCCCC2)c1OC
 : -3.8	1.5	15	-2.0	-23	-21	-15	-1	-5	-1	2.7
O=C(CNC(=O)c1cccs1)N/N=C/c1ccccc1[N+](=O)[O-]
 : 0.8	-0.5	0	1.2	-6	-3	-3	0	2	1	-1.5
O=C(CN1CCCCCC1)Nc1cccc2c1OCO2
 : -0.8	-1.0	14	1.8	6	11	-2	0	-2	1	0.8
COc1ccc(C(=O)Nc2ccc(S(=O)(=O)N3CCCCC3)cc2)cc1OC
 : -0.6	1.2	-9	2.2	-8	-8	0	0	-8	3	-0.6
CCN(C(=O)COC(=O)C1CCN(S(=O)(=O)c2ccc(C)c(C)c2)CC1)C1CCS(=O)(=O)C1 (stereo unspecified)
 : -1.9	-0.2	3	-1.2	13	1	2	0	3	-5	3.8

# Next entries.
# Screens in order: Ecoli viability	CDK5 inh	HTR5A inv ctr	AddAB inh	SUMO Mot1 rescue	PKA-R1A activ	DAGLB inh	HTR5A ag ctr	PKA-R2B activ	Tat transport	phage Ecoli inh
Cn1nc(C(=O)O)c(=O)n(C)c1=O
 : x	-0.7	-5	x	x	-4	0	1	-3	-9	3.7
CCCS(=O)(=O)N1CCc2ccc(NC(=O)C3CCCO3)cc2C1 (stereo unspecified)
 : -0.2	2.0	7	1.8	-10	-5	0	2	-6	0	0.8
CCCCNC(=O)c1onc(CSc2ccncc2)c1C(=O)NCCCC
 : -0.8	2.2	1	2.8	7	5	0	-4	3	1	0.1
O=C(CCN1C(=O)c2ccccc2S1(=O)=O)Nc1ccccc1
 : 2.4	0.9	5	1.3	-3	0	0	-2	4	-6	3.1
COCCOC(=O)/C(=C\c1cc(C(C)(C)C)c(O)c(C(C)(C)C)c1)C(C)=O
 : 0.8	-0.5	-30	1.7	6	-8	-3	2	5	-2	5.1
Cc1ccc(C)n1C1CCS(=O)(=O)C1 (stereo unspecified)
 : -2.8	-0.3	0	1.0	212	6	1	4	-14	-2	2.1
COc1ccc2c(c1)[nH]c1c(=O)n(/N=C/C3C(C)C=C(C)CC3C)c(=O)[nH]c12 (stereo unspecified)
 : -2.8	3.8	33	2.3	108	3	-1	0	-12	-2	3.2
COc1ccc(NC(=O)COc2ccc3oc(=O)cc(C)c3c2)cc1
 : -1.3	-3.2	10	0.3	-1	-5	-6	13	-8	-4	-2.5
COc1ccc(/C=N/NC(=O)CSCC(=O)Nc2ccccc2)cc1OC
 : -1.1	-2.9	-28	-1.1	8	-8	2	0	1	1	3.7
Cc1sc2c(c1C)CN(CCN1CCOCC1)CN2C(=O)c1ccccc1
 : 1.6	-6.9	4	4.2	x	1	0	-1	-7	2	7.3

# More results:
# Screens in order: Ecoli viability	CDK5 inh	HTR5A inv ctr	AddAB inh	SUMO Mot1 rescue	PKA-R1A activ	DAGLB inh	HTR5A ag ctr	PKA-R2B activ	Tat transport	phage Ecoli inh
COc1cc(SC)ccc1C(=O)NCCCOC(C)C
 : 1.4	1.6	-24	0.8	75	-6	1	4	-6	2	4.2
CC(C)CNC(=O)CC(=O)N/N=C/c1ccc(F)cc1
 : -2.3	-0.1	-11	-1.6	-11	9	-3	1	-2	-9	3.7
O=C(CSc1nnc(NC(=O)c2cc(Br)ccc2Cl)s1)NCC1CCCO1 (stereo unspecified)
 : 1.3	-0.9	-5	2.5	9	-1	-1	-1	-3	-6	1.8
CC(C)Sc1cc(Cl)nc(NC(=O)Nc2ccccc2)n1
 : -2.9	-1.1	-14	2.2	-11	1	-3	4	-2	2	0.6
NS(=O)(=O)c1ccc(N=Cc2ccc(Br)s2)cc1
 : -0.5	0.9	15	4.2	-2	0	-2	-6	3	-1	-0.8
Fc1ccc(CNC(=S)NC2CCCCCC2)cc1
 : 1.2	1.8	1	0.9	-8	0	-4	4	5	4	2.7
COc1ccc(-c2nnc(SCC(=O)NC3CC3)o2)c(OC)c1
 : x	-2.0	-2	x	x	3	0	1	-5	-6	0.6
COc1ccc(Nc2ncc(F)c(N3CCOCC3)n2)cc1
 : 0.6	10	12	4.4	13	0	-1	-4	-10	0	0.2
CN1CCN(C2=Nc3c(Cl)cc(Cl)c4cccc2c34)CC1
 : -1.4	1.0	17	3.3	29	-16	17	1	-12	-10	4.0
Cc1c(N2C(=O)C(=O)/C(=C(/O)c3ccc(Cl)cc3)C2c2ccccc2)c(=O)n(-c2ccccc2)n1C (stereo unspecified)
 : -7.3	-1.4	4	-1.4	6	-1	3	-2	-4	0	-1.0

# (continued)
molecule	Ecoli viability	CDK5 inh	HTR5A inv ctr	AddAB inh	SUMO Mot1 rescue	PKA-R1A activ	DAGLB inh	HTR5A ag ctr	PKA-R2B activ	Tat transport	phage Ecoli inh
CC(C)(C)NC(=O)CN(Cc1cccs1)C(=O)CNS(=O)(=O)c1ccccc1	2.6	0.3	9	3.1	0	-2	-3	-4	-1	-9	0.5
CC(Nc1c([N+](=O)[O-])c(=O)oc2ccccc12)C(Cl)c1ccccc1 (stereo unspecified)	1.6	0.8	11	-2.1	121	1	1	-5	4	-6	3.0
O=C(O)c1ccccc1Sc1ccccc1S(=O)(=O)NC1CCCCC1	-2.7	0.6	x	-1.5	1	x	x	x	x	-7	-2.3
COc1cc2nc(CN(C)CC(=O)Nc3ccc(N4CCOCC4)cc3)[nH]c(=O)c2cc1OC	x	-1.7	9	x	x	12	-3	3	-8	1	0.4
CCOc1ccc(S(=O)(=O)Nc2ncn[nH]2)cc1	-2.1	-1.5	-17	-0.2	-4	2	-3	2	3	0	1.4
CC(C)N1CCc2c(sc(NC(=O)CCS(=O)(=O)c3ccccc3)c2C(N)=O)C1	1.5	0.0	14	0.6	-8	-6	2	2	-1	11	-1.8
CC(=O)Nc1ccc(C(=O)COC(=O)c2nc3nc(C)cc(C)n3n2)cc1	0.3	-1.9	3	1.6	5	3	-1	-1	-2	-3	0.3
COc1cccc(CNC(=O)Cn2cc3c(n2)CCCCC3)c1	2.2	2.3	6	3.2	5	11	1	-2	-7	-6	3.3
Cc1ccc(N2NC(=O)/C(=C/c3ccc(-c4ccc(Cl)c(C(=O)O)c4)o3)C2=O)cc1C	0.0	-1.2	-5	1.4	4	3	-1	2	4	-7	1.4
O=C(NCCCN1CCOCC1)c1sc2cc(Cl)ccc2c1Cl	-2.1	1.2	10	1.4	128	2	-2	-4	8	-2	1.7
CCOC(=O)c1[nH]nc2c1C(=O)N(CC)C2=O	-1.3	-2.4	-25	3.9	-7	-2	2	8	3	0	2.2
CCOC(=O)c1[nH]c(C)c(C(=O)OCc2ccccc2F)c1C	-1.8	-1.5	-32	3.0	-3	2	-5	12	1	-10	3.3
O=C(CSc1nnc(COc2ccccc2)o1)NCCc1ccccc1	1.3	0.5	-25	-0.8	5	3	2	-2	-4	7	0.8
O=C(CSc1nc(=O)n2ccccc2n1)NCc1ccc(F)cc1	0.7	-0.6	0	0.8	-10	0	-4	0	-1	2	-1.3
CC1(C)C(=O)OC(c2cccc([N+](=O)[O-])c2)C2(CCCCC2)C1=O (stereo unspecified)	-3.5	-0.7	22	5.5	4	-3	0	-8	0	10	1.7

# Screens deposited in PubChem BioAssay by several laboratories.
